RORgamma inh = inhibitors of mouse ROR gamma transcriptional activity | Drosophila S2 Gal4-RORgamma UAS-luciferase reporter, 20 h | Potency, µM (top dose mostly 53.6 µM), for the others: at the top dose activity change, negative = inhibition, most hits filed as inhibitors | actives 5.4% (n = 310,000) | AID 2551; also: potency is read from the fitted curve at half-maximal effect; % is scaled to controls: 0 for no effect and ±100 for the full control effect; nearly all actives have a fitted effect of over 60% in size
Target sequence (P51450 whole entry, looked up, the tested form may be a part): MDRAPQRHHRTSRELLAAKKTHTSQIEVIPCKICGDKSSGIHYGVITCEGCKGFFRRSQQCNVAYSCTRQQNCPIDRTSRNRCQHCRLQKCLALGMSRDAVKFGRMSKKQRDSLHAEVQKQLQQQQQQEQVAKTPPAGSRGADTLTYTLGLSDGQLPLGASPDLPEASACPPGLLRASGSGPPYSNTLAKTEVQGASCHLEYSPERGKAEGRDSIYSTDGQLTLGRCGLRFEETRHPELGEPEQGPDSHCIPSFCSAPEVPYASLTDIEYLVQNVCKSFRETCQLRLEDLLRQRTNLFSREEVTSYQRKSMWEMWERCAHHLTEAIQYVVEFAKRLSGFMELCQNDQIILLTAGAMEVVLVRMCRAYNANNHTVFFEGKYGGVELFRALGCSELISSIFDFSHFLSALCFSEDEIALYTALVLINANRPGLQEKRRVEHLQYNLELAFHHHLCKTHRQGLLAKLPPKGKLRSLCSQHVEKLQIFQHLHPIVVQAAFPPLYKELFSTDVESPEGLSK
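Using a luciferase readout, inhibitors were identified by reduced reporter activity in Drosophila cells coexpressing a copper-inducible Gal4–ROR gamma fusion and UAS-driven Photinus luciferase, incubated 20 hr after 700 uM copper sulfate.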
Tb PFK block = inhibitors of T. brucei phosphofructokinase; O15648; T. brucei PFK, ADP-Glo luminescence; Potency, µM (highest dose often 57.5 µM), for the others: at the top dose activity, negative = inhibition, usual class: inhibitors; actives 0.17% (n = 330,000); AID 485367;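 also: potency is read from the fitted curve at half-maximal effect; 0% = uninhibited 1x PFK enzyme wells and -100% = no-enzyme wells; nearly all actives have a fitted effect of over 60% in size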
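ADP-Glo luminescence quantified ADP after 45 min at room temperature, with 1.25 nM T. brucei PFK, 0.1 mM ATP and 0.5 mM fructose-6-phosphate in pH 8.0 TEA buffer. qHTS titrations up to 57 µM; curves classified by quality.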
Coupling enz = inhibits coupling enzyme system, counter-screen for aldolase hits | activity change, negative = inhibition, % at 58.2 µM, hits read low | coupling enzyme system counterscreen, AmpLite Red fluorescence | AID 2472 | actives 0.67% (n = 290,000); in the data active = activity change below about -30%; also: % is scaled to controls: 0 for no effect and ±100 for the full control effect
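First, compound is pin-transferred into glyceraldehyde-3-phosphate coupling-enzyme reagent at 57.5 uM final and held 10 min at RT. Next, substrate, coupling system and AmpLite Red are added. After 20 min RT, fluorescence (525/598 nm) is read.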
Giardia killer = kills Giardia lamblia; Giardia lamblia trophozoite viability; activity change, % at 7.66 µM, hits read low; actives 0.15% (n = 340,000); in the data active = activity change below about -80%; inconclusive = between about -30% and that limit;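 also: parasites exposed to compound for two days anaerobically before the ATP read; % is scaled to controls: 0 for no effect and ±100 for the full control effect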
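Giardia trophozoites, 100 cells per well, were exposed to compounds for 48 hrs at 37 deg C under anaerobic conditions; viability was then read as ATP content by bioluminescence after 15-30 min at room temperature.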
NPC1 promoter act = activators of NPC1 promoter; Huh7 NPC1 promoter luciferase reporter, 24 h; Potency, µM (highest dose often 9.22 µM), without a hit: top-dose activation, usual class: activators; actives 2.4% (n = 320,000);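 also: potency is read from the fitted curve at half-maximal effect; % of control where 0% means no effect; nearly all actives have a fitted effect of over 60% in size; reporter is driven by a mutant NPC1 promoter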
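Huh7 reporter cells (NPC1 promoter driving luciferase) are dosed with compound for 24 h at 37 °C, 5% CO2; luciferase detection reagent is then added and luminescence measured after 10 min at ambient temperature.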
VP16 counter = inhibits Gal4-VP16 luciferase reporter, ROR gamma counter-screen. Drosophila S2 Gal4-VP16 UAS-luciferase, luminescence, 20 h. Potency, µM (series often up to 53.6 µM), for inactives: at the top dose activity, negative = inhibition, usual class: inhibitors. actives 3.5% (n = 310,000);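 also: Gal4-VP16 expression switched on by copper sulfate through the metallothionein promoter; potency is read from the fitted curve at half-maximal effect; % is scaled to controls: 0 for no effect and ±100 for the full control effect; nearly all actives have a fitted effect of over 50% in size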
uPA generation = blocks generation of uPA at the cell surface | cell surface uPA generation assay, qHTS | Potency, µM (highest dose often 38.3 µM), without a hit: top-dose activity change, negative = inhibition, most hits filed as inhibitors | actives 0.31% (n = 330,000); active = well fitted inhibition curve with a large enough effect; inconclusive = small, poorly fitted or top-dose-only effect; inactive = no such curve, though single readings can be large or run the other way; tested in mouse RAW 264.7 cells; also: potency is read from the fitted curve at half-maximal effect; % is scaled to controls: 0 for no effect and ±100 for the full control effect; nearly all actives have a fitted effect of over 55% in size
KCNH2 3.1 inh = KCNH2 3.1 (human) potassium channel inhibition; U2OS KCNH2 3.1, thallium flux FluxOr; stronger effect = lower value; activity change, % (tested at about 1.8 µM); actives 0.95% (n = 340,000); AID 720553;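 active = maximum activity change below -70%; inconclusive = maximum activity change from -70% to -50%; inactive = maximum activity change above -50%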;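 also: thallium influx rate constant from kinetic fluorescence after stimulation buffer; % is scaled to controls: 0 for no effect and ±100 for the full control effect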
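Steps: virus added to U2OS suspension (4 h, RT, dark); medium with 10% FBS added, cells plated, 37 C overnight; FluxOr/Red40 loading buffer 45 min RT; stimulation buffer, 2 min kinetic read; rate constant normalized.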
ELG1 genotox = genotoxicity induction in ELG1-luciferase HEK293T cells; HEK293T ELG1-luciferase reporter, luminescence, 16 h; Potency, µM (titrated, usually from 46 µM), for the others: at the highest dose activity change, positive = activation, most hits filed as activators; actives 1.3% (n = 330,000); AID 504466; also: potency is read from the fitted curve at half-maximal effect; % of control where 0% means no effect; nearly all actives have a fitted effect of over 60% in size
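After overnight (16 hr) compound treatment at 37 °C, ELG1-luciferase HEK293T cells were lysed with ONE-Glo; luminescence quantified 30 min later at room temperature.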
Rab9 promoter act = Rab9 promoter activation; actives 2.8% (n = 320,000); Potency, µM (series often up to 9.22 µM), inactives show at the highest dose activation, negative = inhibition, usual class: activators; Huh7 Rab9 promoter-luciferase reporter, luminescence, 24 h; also: potency is read from the fitted curve at half-maximal effect; % of control where 0% means no effect; nearly all actives have a fitted effect of over 60% in size
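Luminescence read-out: Huh7 cells stably expressing Rab9-luciferase, treated 24 h with compound at 37 °C, then lysed with luciferase reagent for 10 min at ambient before reading.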
FLuc modulator = firefly luciferase modulation, counter-screen for miR-21 project; purified FLuc, Km substrates, luminescence inhibition; actives 6.9% (n = 360,000); P08659; Potency, µM (titrated, usually from 57.5 µM), for the others: at the top dose activity change, negative = inhibition, usual class: inhibitors;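 also: potency is read from the fitted curve at half-maximal effect; plate controls were vehicle for no effect and reference inhibitor for full effect; nearly all actives have a fitted effect of over 55% in size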
Target sequence (P08659 whole entry, looked up): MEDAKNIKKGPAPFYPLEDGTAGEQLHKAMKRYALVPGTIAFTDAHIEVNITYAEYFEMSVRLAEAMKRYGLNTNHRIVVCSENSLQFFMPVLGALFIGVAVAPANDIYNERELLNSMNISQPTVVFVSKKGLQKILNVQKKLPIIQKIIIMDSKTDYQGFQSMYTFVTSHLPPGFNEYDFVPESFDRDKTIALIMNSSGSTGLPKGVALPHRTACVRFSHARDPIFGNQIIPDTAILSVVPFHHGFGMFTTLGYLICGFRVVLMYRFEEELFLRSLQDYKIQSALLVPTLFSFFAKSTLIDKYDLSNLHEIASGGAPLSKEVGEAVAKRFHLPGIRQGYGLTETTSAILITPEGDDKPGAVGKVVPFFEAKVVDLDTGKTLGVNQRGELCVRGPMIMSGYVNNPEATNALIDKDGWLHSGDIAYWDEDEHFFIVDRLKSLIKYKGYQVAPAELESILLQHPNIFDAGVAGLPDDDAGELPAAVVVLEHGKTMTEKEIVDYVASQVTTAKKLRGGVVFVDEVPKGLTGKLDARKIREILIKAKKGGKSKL
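Purified P. pyralis luciferase (10nM final) with 10uM D-luciferin and 10uM ATP (Km levels) in 50mM Tris acetate pH 7.5, 10mM Mg acetate, 0.01% Tween-20, 0.05% BSA; qHTS 6-point titration, ~60 µM downward; luminescence read.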
Starred values were filed as active, the others as inactive; u = inconclusive; x = not tested or not shown; & = joins results of further samples; [ ] = another dose, or the depositor's remark. Unless noted, calls follow the shape of the dose curve; as a rule, active = well fitted curve in the direction sought with a large enough effect; inconclusive = small, poorly fitted or top-dose-only effect, or another doubt; inactive = no such curve, though single readings can be large; an effect the other way counts as inactive or inconclusive.

Structure | RORgamma inh | Tb PFK block | Coupling enz | Giardia killer | NPC1 promoter act | VP16 counter | uPA generation | KCNH2 3.1 inh | ELG1 genotox | Rab9 promoter act | FLuc modulator
CC[N+]1(C)CCCC(OC(=O)C(O)(c2ccccc2)c2ccccc2)C1 (configuration not stated) | 7%&5% | -2% | 2&-2 | 5 | -2% | -13%&1% | 9% | -2 | 3% | -41%[inhibitor] | 1%
CCOC(=O)C1=C(N)OC2=C(C(=O)CCC2)C12C(=O)N(C)c1ccccc12 (configuration not stated) | -1% | -4% | 3 | 8 | -5% | -4% | 2% | -7 | -1% | -1% | 0%
COc1cc2[nH]c(=S)n(-c3ccccc3)c(=O)c2cc1OC | 4µM* | -1% | -2 | -12 | 0% | -30% | -7% | 30 | -2% | 10% | 2%
C=CCc1c(C)[nH]c(=S)c(C#N)c1C | 6.3µM* | -29% | -1 | -9 | -6% | u | -3% | -2 | -1% | -7% | u
COc1ccccc1OCCNC(=O)Cc1ccc(Cl)c(Cl)c1 | 36% | u | 2 | -9 | -6% | -1% | -2% | 17 | 8% | 0% | 4%
OC(Cn1c2ccccc2c2ccccc21)C[n+]1cccc2ccccc21 (configuration not stated) | 23% | 0% | 0 | -11 | 1% | -3% | x | 3 | -8% | -8% | -1%
CC(C(=O)c1c[nH]c2ccccc12)N1CCc2ccccc2C1 (configuration not stated) | -3%[10 µM] | -5% | -3 | 0 | -5% | -10% | 7% | -4 | -3% | 1% | 6%
C=CCN1C(=O)NC(=O)C(Cc2ccc(OC)c(OC)c2)C1=O (configuration not stated) | 4% | -17% | -8 | 2 | 1% | -15% | 0% | 4 | -5% | -2% | -5%
CC(=NCCO)c1c(O)n(C)c(=O)n(C)c1=O | -27%[10 µM] | -1% | 2 | 12 | 4% | 1% | 9% | 4 | 2% | -2% | 0%
NC(CC(=O)O)C1CCCCC1 (configuration not stated) | 0% | 1% | 4 | x | -1% | -7% | x | x | -3% | -4% | 1%
COc1ccc(-c2cc(=NCC(=O)O)c3ccccc3o2)cc1 | 23% | 14% | -2 | 10 | 24% | 18% | u | -8 | u | 14%[1.84 µM] | -13%
CCOC(=O)[C@]1(C#N)[C@@H]2C=CC(C(N)=O)=CN2[C@@H](C(N)=O)[C@@H]1c1ccc(F)cc1 | 11% | 0% | -10 | -3 | -2% | 0% | 12% | 19 | -2% | 0% | -3%
CC(=O)OC1(c2ccc(C)cc2)CN2CCC1c1ccccc12 (configuration not stated) | 11% | 3% | 1 | -19 | -1% | -3% | -1% | 0 | 1% | -2% | -3%
COCCOC(=O)C1=C(N)Oc2c(c(=O)oc3ccccc23)[C@@]12C(=O)Nc1ccccc12 | 6% | 0% | -8 | -6 | 0% | 10% | 0% | 1 | -4% | -2% | 2%
CC(C)c1ccc(-n2c(O)c(/C=N/NC(=O)c3ccncc3)c(=O)[nH]c2=O)cc1 | 22% | -1% | 12 | 1 | 0% | -1% | 3% | 13 | -1% | -3% | 0%
CN(C/N=C(\N)N[N+](=O)[O-])S(=O)(=O)c1ccccc1 | 0% | -1% | -1 | 11 | -5% | 12% | -1% | 1 | 0% | 0% | 2%
Cc1ccc(-c2cc(-c3ccccc3)cc(-c3ccccc3)[n+]2-c2ccccc2C(=O)O)cc1 | x | 0% | x | 8 | 1% | x | -4% | 2 | -2% | -4% | 10%
O=C(c1ccc2c(c1)N(Cc1ccccc1)CCS2)N1CCC2(CC1)OCCO2 | 1% | 1% | x | 0 | 4% | 3% | 2% | -1 | -6% | -1% | 2%
COC(=O)C1=C(c2ccc3ccccc3c2)C[C@@H]2CC[C@H]1N2C(=O)NC1Cc2ccccc2C1 | x | 4% | x | 13 | -1% | x | u | 5 | -3% | -4% | 2%
COc1cc(OC)cc(C(=O)N2CCC(N3CCN(c4ccccc4)CC3)CC2)c1 | u | -1% | -4 | -1 | 2% | u | 6% | -7 | -10% | -7% | 0%
Cc1cc(C)c2sc(NC(=O)c3ccc([N+](=O)[O-])o3)nc2c1 | 5µM* | -3% | -9 | -81* | 0% | 10µM* | u | -8 | 1% | 10% | 13µM*
C/C(=N\Nc1ccccc1)c1c(O)n(C)c(=O)n(C)c1=O | 23% | 0% | 0 | -9 | -5% | -9% | 5% | 1 | -1% | -5% | -2%
Cc1onc(-c2ccccc2Cl)c1C(=O)OCC(=O)c1ccc2c(c1)OCCO2 | u | 3% | -3 | -9 | 7% | -4% | 1% | 1 | -9% | 7% | 4.8µM*
COc1ccc(-c2nn(CCC#N)cc2C(=O)Nc2ccc(C(C)=O)cc2)cc1 | 42% | -22% | 0 | -10 | -3% | 3% | 3% | -5 | 3% | 3% | 3%
O=C(Nc1cccc(Cl)c1Cl)C1CC(=O)N(c2ccc(Br)cc2)C1 (configuration not stated) | -16% | -1% | 7 | -17 | -18% | -10% | u | 1 | 11% | -19% | 2%
Cc1cccc(CN2CCN(C(=O)Cc3ccccc3)CC2)c1 | 8% | -9% | 0 | -25 | -2% | 14% | -2% | -13 | -8% | 0% | 5%
O=c1[nH]c(=S)n(C2CCCCC2)c(O)c1/C=N/N1CCOCC1 | -39% | 5% | 0 | 3 | 0% | 2% | -16% | 9 | 1% | -9% | 7%
COc1ccc(OC)c(NC(=O)N2C[C@H]3C[C@@H](C2)c2cccc(=O)n2C3)c1 | -2% | 2% | 2 | -1 | 2% | 1% | 1% | -8 | 1% | -3% | 2%
CSc1ncc(/C=C2/C(=O)NC(=O)N(C)C2=O)cn1 | -7% | 5% | -3 | 0 | -4% | -6% | 2% | -1 | -1% | -1% | u
CC1Oc2cc3c(-c4c(O)cc(O)c5c(O)c6c(cc45)OC(C)C(C)C6=O)c(O)cc(O)c3c(O)c2C(=O)C1C (configuration not stated) | 4µM* | 5% | -18 | -82* | -40%[inhibitor] | u | 5.6µM* | -1 | -16% | -42%[inhibitor] | -2%
CN1CC(C(=O)c2ccc(Cl)cc2)C(c2ccc(Cl)cc2Cl)C1 (configuration not stated) | -42% | 10% | -2 | -8 | -3% | -25% | -1% | u | 4% | -1% | -1%
CC(C)N1CC=C(c2c[nH]c3ccccc23)CC1 | u | -2% | -2 | -4 | -41%[inhibitor] | -21% | -15% | -26 | -12% | -37%[inhibitor] | -1%

Random excerpt: 6 records from the list, in no set order.
Structure | RORgamma inh | Tb PFK block | Coupling enz | Giardia killer | NPC1 promoter act | VP16 counter | uPA generation | KCNH2 3.1 inh | ELG1 genotox | Rab9 promoter act | FLuc modulator
CC[N+]1(C)CCCC(OC(=O)C(O)(c2ccccc2)c2ccccc2)C1 (configuration not stated) | 7%&5% | -2% | 2&-2 | 5 | -2% | -13%&1% | 9% | -2 | 3% | -41%[inhibitor] | 1%
CC(C)N1CC=C(c2c[nH]c3ccccc23)CC1 | u | -2% | -2 | -4 | -41%[inhibitor] | -21% | -15% | -26 | -12% | -37%[inhibitor] | -1%
C=CCc1c(C)[nH]c(=S)c(C#N)c1C | 6.3µM* | -29% | -1 | -9 | -6% | u | -3% | -2 | -1% | -7% | u
CC(=NCCO)c1c(O)n(C)c(=O)n(C)c1=O | -27%[10 µM] | -1% | 2 | 12 | 4% | 1% | 9% | 4 | 2% | -2% | 0%
NC(CC(=O)O)C1CCCCC1 (configuration not stated) | 0% | 1% | 4 | x | -1% | -7% | x | x | -3% | -4% | 1%
O=c1[nH]c(=S)n(C2CCCCC2)c(O)c1/C=N/N1CCOCC1 | -39% | 5% | 0 | 3 | 0% | 2% | -16% | 9 | 1% | -9% | 7%

(list continues)
Structure | RORgamma inh | Tb PFK block | Coupling enz | Giardia killer | NPC1 promoter act | VP16 counter | uPA generation | KCNH2 3.1 inh | ELG1 genotox | Rab9 promoter act | FLuc modulator
O=C(Cn1cc(C(=O)c2ccccc2F)c2ccccc21)NCc1ccco1 | -10% | 0% | 2 | -1 | 4% | -23% | -8% | 4 | 6% | 8% | -1%
CCOC(=O)N(c1ccccc1)P1(=S)OCC(C)O1 (configuration not stated) | -17% | -4% | 2 | 9 | -4% | -9% | -19% | 13 | 0% | 0% | 4%
COC(=O)c1ccccc1-n1c(C)nc2ccccc2c1=O | u | -2% | 1 | -6 | -2% | -1% | -10% | -10 | 1% | 0% | 2%
O=C(c1ccco1)C12CN3CN(CN(C3)C1)C2 | u | -2% | 3 | -1 | -5% | 1% | 2% | 8 | 0% | -6% | 1%
O=C(COc1ccccc1F)N1CCN(CCN2C(=O)c3cccc4cccc(c34)C2=O)CC1 | u | 2% | -3 | -6 | -4% | -16% | 1% | 10 | -4% | 2% | 4%
c1cc(CCN2CCCC2)ccn1 | 21% | -7% | -5 | 41[activator] | 6% | 2% | 5% | -1 | -2% | -1% | 1%
C=Cn1ccnc1P(=S)(c1ccn(C)c1)c1nccn1C=C | u | -7% | 0 | u | -2% | -1% | 3% | -2 | -2% | -1% | 6%

These rows are one share of the data. The share of hits here may be higher or lower than overall.
